From PubChem BioAssay
TAAR1 antagonist = human TAAR1 antagonists, primary screen, Fluo-8 calcium fluorescence, CHO RD-HGA16 cells; antagonist; actives 1.5% (n = 360,000); Trace amine-associated receptor 1 (Homo sapiens), Q96RJ0; AID 624466, 2012; inhibition, % at 3 µM;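 active = inhibition above a per-plate cutoff, the mean inhibition of test compounds on that plate plus 3 SD, cut at about 49% in these data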;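 also: 0% = DMSO plus EC80 beta-PEA response and 100% = DMSO alone without agonist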
Target sequence (Q96RJ0 whole entry, looked up): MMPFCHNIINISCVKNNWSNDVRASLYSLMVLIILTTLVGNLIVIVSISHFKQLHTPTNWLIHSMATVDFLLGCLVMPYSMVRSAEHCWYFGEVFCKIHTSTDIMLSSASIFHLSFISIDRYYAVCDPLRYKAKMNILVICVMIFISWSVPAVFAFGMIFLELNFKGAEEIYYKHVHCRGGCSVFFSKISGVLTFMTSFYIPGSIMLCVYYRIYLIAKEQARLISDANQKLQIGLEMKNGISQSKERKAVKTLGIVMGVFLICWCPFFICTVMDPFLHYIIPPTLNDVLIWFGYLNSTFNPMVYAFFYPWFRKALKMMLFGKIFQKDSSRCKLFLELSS
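Assay system: RD-HGA16 CHO cells with stable hTAAR1 and Gα16 / Reagent: EC80 β-phenethylamine stimulus / Doses: 3 µM, single point / Timing: dye loading 75 min at 37 °C, then 30 min room temperature / Measured by: Fluo-8 intracellular calcium dye fluorescence, real-time kinetic reads / Controls: vehicle wells and EC80 agonist wells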
OXTR agonist = human OXTR agonists, primary screen, fluorescence, CHO-OTR cells, Fluo-8 calcium; Oxytocin receptor (Homo sapiens), P30559; Fluo-8 calcium fluorescence; normalized: DMSO 0%, oxytocin 100%; activation, % at 3 µM; actives 0.32% (n = 320,000);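 active = activation above the mean of all tested compounds plus 3 SD, cutoff set per screening run, cut at about 20% in these data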;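 also: peak over basal fluorescence ratio from a 100 s FLIPR kinetic read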
Target sequence (P30559 whole entry, looked up): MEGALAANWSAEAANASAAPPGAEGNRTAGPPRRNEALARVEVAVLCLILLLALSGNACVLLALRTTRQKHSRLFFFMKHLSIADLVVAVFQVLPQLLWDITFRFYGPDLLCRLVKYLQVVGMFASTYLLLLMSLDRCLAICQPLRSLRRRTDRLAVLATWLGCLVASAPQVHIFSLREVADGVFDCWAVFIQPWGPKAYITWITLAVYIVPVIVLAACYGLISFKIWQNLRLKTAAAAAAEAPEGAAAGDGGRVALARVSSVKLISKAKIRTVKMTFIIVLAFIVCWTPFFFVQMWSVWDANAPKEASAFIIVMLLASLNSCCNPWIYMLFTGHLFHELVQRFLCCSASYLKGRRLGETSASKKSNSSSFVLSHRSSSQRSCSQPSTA
CHO parental Ca = ATP-evoked calcium signal inhibitors, parental CHO, primary screen, counter-screen for OX1R antagonist project, cell-based, fluorescence, Fluo-8 calcium dye | parental CHO-K1, ATP-induced calcium, Fluo-8 fluorescence | inhibition, % at 5.6 µM | actives 0.63% (n = 330,000);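 active = inhibition above that plate's mean sample inhibition plus 3 SD, cut at about 26% in these data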;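 also: 0% = ATP-challenged DMSO wells and 100% = DMSO wells without ATP; some compounds past the cut are filed as inactive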
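Material: parental CHO cells / Compound: single nominal dose of 5.6 µM per compound / Signal: Fluo-8 fluorescence / Replicates: singlicate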
GPR7 antagonist = GPR7 receptor antagonists, primary screen, cell-based, fluorescence, single concentration | AID 1861, 2009 | inhibition, % at 4.4 µM | GPR7-expressing cells, fluorescence antagonist assay | actives 1.1% (n = 290,000); in the data active = inhibition above about 16%, passing the limit was not always enough;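 also: cells stimulated with the agonist NPW; 0% = agonist with vehicle and 100% = vehicle without agonist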
Target sequence (P48145 whole entry, looked up): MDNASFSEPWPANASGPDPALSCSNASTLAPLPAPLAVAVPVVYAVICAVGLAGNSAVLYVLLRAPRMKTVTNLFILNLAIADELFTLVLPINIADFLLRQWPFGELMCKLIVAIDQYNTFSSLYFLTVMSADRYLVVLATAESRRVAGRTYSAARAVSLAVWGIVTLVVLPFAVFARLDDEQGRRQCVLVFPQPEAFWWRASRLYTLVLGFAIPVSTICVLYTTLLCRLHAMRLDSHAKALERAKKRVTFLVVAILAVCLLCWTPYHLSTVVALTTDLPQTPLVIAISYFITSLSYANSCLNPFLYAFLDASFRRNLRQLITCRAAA
M1 ag parental = counter-screen for M1 agonists: effect in parental CHO-K1 cells; Fluo-8 calcium fluorescence; scaled to maximal ATP response, vehicle zero; activation, % at 3 µM; actives 0.48% (n = 360,000); in the data active = activation above about 15%;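 also: untransfected CHO-K1 host cells lacking M1 receptor as counterscreen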
V1R ag counter = agonists of human V1a receptor, primary screen, counter-screen for OXTR agonist project, fluorescence, CHO-V1R cells. Fluo-8 calcium fluorescence, agonist mode; 0% DMSO, 100% 3 nM vasopressin. activation, % at 3 µM. actives 0.25% (n = 320,000);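 active = activation above the mean activation of all tested compounds plus 3 SD, per screening run, cut at about 20% in these data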;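 also: signal is peak over basal fluorescence ratio across a 100 second FLIPR read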
OXTR potentiator = human OXTR potentiators, primary screen, fluorescence, CHO-OTR cells, Fluo-8 calcium; Oxytocin receptor (Homo sapiens), P30559; Fluo-8 calcium fluorescence, potentiator mode; 0% = oxytocin EC15, 100% = EC100; activation, % at 3 µM; actives 0.061% (n = 320,000); AID 2445, 2010;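 active = activation above that plate's cutoff, the mean activation of tested compounds plus 3 SD, cut at about 6.6% in these data, passing the limit was not always enough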;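 also: 100% uses oxytocin at 75 nM as the full agonist control; some results filed as inactive read as strong as hits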
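Material: human OTR in CHO cells. Compound: 3.0 µM, one dose. Timing: compound 6 min at room temperature before oxytocin, 100 s read. Evaluation: % activation of max/min ratio relative to oxytocin controls. Replication: single well per compound, singlicate. Signal: Fluo-8 calcium dye fluorescence.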
CHO-K1 Ca antag = counter-screen for M1 antagonists: effect in parental CHO-K1 cells | inhibition, % at 3 µM | ATP-induced calcium, Fluo-8 fluorescence | AID 602250 | actives 0.6% (n = 360,000);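 active = inhibition above a per-plate cutoff, the plate's mean sample inhibition plus 3 SD, cut at about 24% in these data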;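 also: 0% = DMSO plus EC80 ATP and 100% = DMSO alone without ATP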
M1 PAM parental = nonselective calcium activators in parental CHO-K1 cells, primary screen, counter-screen for M1 PAM project, cell-based, Fluo-8 calcium fluorescence, full deck, 1536-well. actives 0.02% (n = 360,000). activation, % at 3 µM. ATP EC20; 0% at ATP EC20, 100% at ATP max;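 active = activation above the run cutoff, the mean activation of all test compounds plus 3 SD, cut at about 40% in these data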;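 also: peak over basal fluorescence ratio in a 140 s read after ATP addition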
An asterisk follows results filed as active; · = no result given.

item	smiles	TAAR1 antagonist	OXTR agonist	CHO parental Ca	GPR7 antagonist	M1 ag parental
1	O=C1C2CCCCN2C(=O)N1CCCCN1CCN(c2ccccc2Oc2ccccc2)CC1 (stereo not drawn)	4	0.3	-33	-17	2.0
2	CC(OC(=O)CNS(=O)(=O)c1ccc2ccccc2c1)C(=O)N(C)c1ccccc1 (stereo not drawn)	-18	2.2	-1	0	2.5
3	COc1ccc(CC(=O)Nc2ccccc2C(=O)N2CCOCC2)cc1OC	-13	0.9	3	-3	0.6
4	COc1ccc(Cl)cc1NC(=O)c1cccc(NC(=O)CCC(=O)O)c1	2	10	4	-11	0.0
5	CN(CCO)c1cc(N2CCN(C(=O)c3ccco3)CC2)c2nonc2c1[N+](=O)[O-]	-6	0.2	3	12	3.6
6	CCN(CCNC(=O)C1CCCN(S(=O)(=O)c2cnc[nH]2)C1)c1ccccc1 (stereo not drawn)	1	-0.5	15	-10	0.0
7	Cc1ccc(S(=O)(=O)NCC(c2ccco2)N2CCOCC2)cc1 (stereo not drawn)	-17	-0.6	1	-9	0.2
8	CCOC(=O)c1cc(-c2ccccc2)sc1NC(=O)CSc1nncs1	-5	-0.8	-3	-3	1.2
9	Cc1nn(C)cc1CN(C)C(=O)c1cc(COc2ccc(F)cc2F)on1	1	1.1	-4	0	1.5
10	O=C(CSCCS(=O)(=O)c1ccc(Cl)cc1)Nc1ccccc1	-13	0.8	-9	-8	3.3

item	V1R ag counter	OXTR potentiator	CHO-K1 Ca antag	M1 PAM parental
1	0.4	-1	-3	-5
2	2.6	-10	3	-8
3	0.7	-12	-4	0
4	0.2	-4	-4	0
5	-0.3	-1	2	10
6	-0.1	1	-3	3
7	-0.6	-3	-6	7
8	0.6	-7	-10	19
9	4.0	-5	3	5
10	1.2	-6	-16	5

4 records drawn at random from those above:
item	smiles	TAAR1 antagonist	OXTR agonist	CHO parental Ca	GPR7 antagonist	M1 ag parental
10	O=C(CSCCS(=O)(=O)c1ccc(Cl)cc1)Nc1ccccc1	-13	0.8	-9	-8	3.3
3	COc1ccc(CC(=O)Nc2ccccc2C(=O)N2CCOCC2)cc1OC	-13	0.9	3	-3	0.6
8	CCOC(=O)c1cc(-c2ccccc2)sc1NC(=O)CSc1nncs1	-5	-0.8	-3	-3	1.2
9	Cc1nn(C)cc1CN(C)C(=O)c1cc(COc2ccc(F)cc2F)on1	1	1.1	-4	0	1.5

item	V1R ag counter	OXTR potentiator	CHO-K1 Ca antag	M1 PAM parental
10	1.2	-6	-16	5
3	0.7	-12	-4	0
8	0.6	-7	-10	19
9	4.0	-5	3	5

Some of these compounds in order of length of the SMILES, largest number first:
item	smiles	TAAR1 antagonist	OXTR agonist	CHO parental Ca	GPR7 antagonist	M1 ag parental
1	O=C1C2CCCCN2C(=O)N1CCCCN1CCN(c2ccccc2Oc2ccccc2)CC1 (stereo not drawn)	4	0.3	-33	-17	2.0
3	COc1ccc(CC(=O)Nc2ccccc2C(=O)N2CCOCC2)cc1OC	-13	0.9	3	-3	0.6
7	Cc1ccc(S(=O)(=O)NCC(c2ccco2)N2CCOCC2)cc1 (stereo not drawn)	-17	-0.6	1	-9	0.2

item	V1R ag counter	OXTR potentiator	CHO-K1 Ca antag	M1 PAM parental
1	0.4	-1	-3	-5
3	0.7	-12	-4	0
7	-0.6	-3	-6	7

(continued)
item	smiles	TAAR1 antagonist	OXTR agonist	CHO parental Ca	GPR7 antagonist	M1 ag parental
11	O=C(N/N=C\c1ccco1)Nc1cccc(Cl)c1	8	0.3	-2	-5	-0.4
12	Cc1ccc(C2(c3noc(CN4C[C@@H](C)O[C@@H](C)C4)n3)CCCC2)cc1	-26	-1.3	-9	-10	1.6
13	Cc1cc(=O)[nH]c(-c2ccccc2O)n1	·	-0.7	-14	-12	2.5
14	Cc1ccccc1-n1c(=O)cc(N2CCc3ccccc3C2)[nH]c1=O	54*	0.5	-8	-3	18*
15	COc1cccc(C2Oc3ccccc3C3CC(c4cccs4)=NN32)c1 (stereo not drawn)	-1	-1.3	-17	2	0.8
16	CC(C)(C)OC(=O)n1cc(CCO)c2ccccc21	-2	0.9	-18	·	0.1
17	COc1ccccc1CNC(=O)Cn1c(=O)oc2cc(Cl)ccc21	3	0.0	-14	-10	0.2
18	CCN1CCN(CCC(=O)Nc2ccc(F)c(F)c2)CC1	1	-1.2	8	-17	0.2
19	CC(C)Cc1nnc(NC(=O)c2cccc(S(=O)(=O)N3CCOCC3)c2)s1	-23	3.8	-19	·	1.0
20	COc1cc(CN2CCNC(=O)C2CC(=O)N2CCCO2)cc(OC)c1 (stereo not drawn)	19	0.2	2	8	0.0

item	V1R ag counter	OXTR potentiator	CHO-K1 Ca antag	M1 PAM parental
11	-0.7	-11	1	13
12	0.2	1	-13	20
13	0.1	-5	5	8
14	0.7	0	5	13
15	0.0	-6	2	15
16	1.2	-2	2	-17
17	0.7	-2	6	-7
18	-0.2	-6	3	-8
19	2.1	-6	-14	10
20	1.4	-5	11	-6

The list continues.
item	smiles	TAAR1 antagonist	OXTR agonist	CHO parental Ca	GPR7 antagonist	M1 ag parental
21	COc1cc(NC(=O)C2CC3CCC2C3)c(OC)cc1Cl (stereo not drawn)	-18	-0.6	-20	·	-0.2
22	Cc1cccnc1NC(=O)CCNC(=O)c1ccccc1Cl	-22	-0.1	-5	-8	0.3
23	CCC(OC(=O)c1nsc(Cl)c1Cl)C(=O)NCC1CCCO1 (stereo not drawn)	-6	-0.4	-1	-1	1.3
24	COC(=O)c1ccccc1NC(=S)N1CCC(N2CCCCC2)CC1	-22	0.5	9	-9	-0.1
25	COc1ccc(C2c3[nH]c4ccccc4c3C[C@H]3C(=O)N(c4ccccc4C(=O)NCCN4CCOCC4)C(=O)N23)cc1 (stereo partly drawn)	53*	1.0	-17	1	2.2
26	C/C(=N\NC(=O)c1ccccc1)c1ccc(N2CCCCC2)cc1	1	-0.7	-7	-5	0.5
27	CCOc1ccc(CSC(=N)N)cc1[N+](=O)[O-]	0	0.7	-8	-2	0.0
28	Cc1ccccc1NC(=O)CN1C(=O)COc2ccc(Cl)cc21	4	1.1	11	-5	-0.3
29	CC(C)C[C@H](NC(=O)c1nc[nH]c1C(=O)NC1CCN(C(=O)OC(C)(C)C)CC1)C(=O)OCc1ccccc1	19	-0.7	34*	-33	1.1
30	Cc1ccc(S(=O)(=O)CCC(=O)Nc2cc(C)on2)cc1	1	·	·	·	0.1

item	V1R ag counter	OXTR potentiator	CHO-K1 Ca antag	M1 PAM parental
21	-2.0	-4	8	11
22	0.8	-11	10	6
23	-0.1	2	-12	-2
24	0.6	-4	1	-11
25	0.2	-6	2	12
26	-0.4	-6	5	2
27	-0.3	-27	-4	17
28	0.7	-1	7	8
29	0.8	1	-22	16
30	·	·	-13	21

Next section:
item	smiles	TAAR1 antagonist	OXTR agonist	CHO parental Ca	GPR7 antagonist	M1 ag parental
31	COc1cc2cc(Oc3ccc4ccc(=O)oc4c3)c(=O)oc2cc1O[C@@H]1O[C@H](CO)[C@@H](O)[C@H](O)[C@H]1O	9	1.8	-5	·	0.0
32	Clc1ccc2oc(-c3cccnc3NCc3ccccc3)nc2c1	1	1.0	-2	-4	-0.2
33	Cc1c(OC(C)C(=O)NCCCN2CCOCC2)ccc2c3c(c(=O)oc12)CCC3 (stereo not drawn)	-12	0.0	-18	-5	1.8
34	O=C(NCCS(=O)(=O)NCc1cccs1)c1ccccc1	-7	·	·	·	0.6
35	O=C(CN1CCOc2ccccc21)N1CCC(Cc2ccccc2)CC1	19	2.5	9	8	1.1
36	CCOC(=O)C1=C(C)OC2(O)c3ccccc3C(=O)C12O (stereo not drawn)	-6	-0.1	0	-3	10
37	COc1cc2c(cc1NC(=O)COC(=O)c1ccc(C(C)(C)C)cc1)oc1ccccc12	7	-0.5	-2	-9	0.5
38	COc1ccc(N2C(=O)C3CCCN3C2=O)cc1 (stereo not drawn)	-4	1.4	-4	3	0.4
39	Cc1cc(-c2ccc(Cl)cc2Cl)c(C#N)c(=O)[nH]1	0	0.9	10	3	0.1
40	CN(C(=O)c1cccc(NC(=O)Cc2ccc(NC(=O)C3CCN(C(=O)C4CCCCC4)CC3)cc2)c1)C1CCC1	-15	·	·	·	0.2

item	V1R ag counter	OXTR potentiator	CHO-K1 Ca antag	M1 PAM parental
31	0.7	1	-8	14
32	0.1	3	17	7
33	0.1	-6	8	2
34	·	·	-10	8
35	3.4	-18	-3	8
36	1.3	2	6	5
37	0.8	-9	-4	21
38	0.8	3	7	5
39	2.3	-7	0	6
40	·	·	1	8

(further entries)
item	smiles	TAAR1 antagonist	OXTR agonist	CHO parental Ca	GPR7 antagonist	M1 ag parental
41	O=S(=O)(/N=C(/Nc1ccccc1)C(F)(F)F)c1ccccc1	-15	-1.0	3	4	0.6
42	O=C(Nc1cc(S(=O)(=O)N2CCCC2)ccc1OCC(F)(F)F)c1ccccc1F	2	1.3	-9	-8	-0.1
43	O=C1Nc2ccc(F)cc2C12Nc1ccccc1-c1nnc(SCc3ccccc3)nc1O2 (stereo not drawn)	-2	1.1	-5	15	3.0
44	CCN(CCCNC(=O)C1CCC(=O)N1C1CCCC1)c1cccc(C)c1 (stereo not drawn)	-12	-1.1	11	-3	0.7
45	COc1ccccc1CN1CC(C(=O)N(C)CCc2nc3ccc(F)cc3[nH]2)CCC1=O (stereo not drawn)	-9	-1.1	-14	-7	0.8
46	CC1=CC(=O)C(C(C)=Nc2ccccc2Cl)C(=O)O1 (stereo not drawn)	-6	0.5	-12	-12	1.4
47	CCCCCC(=O)c1c(C)[nH]c(C(=O)OCC)c1C	-24	-2.5	-14	2	-0.6
48	O=C(CC(c1ccccc1O)N1CCCCC1)N1CCCCC1 (stereo not drawn)	-8	-0.2	-5	5	-0.2
49	COCc1cc(C)nc(N/N=C/c2ccc(Cl)c(Cl)c2)c1C#N	-5	1.3	2	-5	-0.3
50	CC(C)CN(C(=O)COc1cccc(-n2cnnn2)c1)C1CCS(=O)(=O)C1 (stereo not drawn)	-2	0.7	4	-10	0.0
51	CN(C)c1ccc(/C=N/n2c(C3CCCCC3)n[nH]c2=S)cc1	-1	-2.0	-19	-8	-0.4
52	O=C(Cc1ccc(Cl)cc1)Nc1cccc(S(=O)(=O)N2CCCCC2)c1	7	5.9	-6	·	4.0
53	CC(C)OC(=O)CSc1nnc(CNc2ccc(Cl)cc2)n1Cc1ccccc1	29	14	55*	26*	3.6

item	V1R ag counter	OXTR potentiator	CHO-K1 Ca antag	M1 PAM parental
41	0.1	-10	-3	21
42	0.7	-1	-10	15
43	1.5	-6	-20	7
44	0.6	-1	-2	2
45	0.1	1	-4	-4
46	1.2	0	-20	23
47	-1.2	-1	-12	16
48	-0.8	-3	-1	-2
49	0.1	0	5	9
50	0.3	0	2	25
51	-0.2	-12	-10	2
52	5.8	-9	-6	-6
53	12	-22	36*	-8
